# esBAF inh = SWI/SNF esBAF complex inhibition | mouse ES cells, Bmi1-luciferase knock-in reporter, 24 h; 100% = twice the neutral-well signal | reporter increase, % at 12.5 µM | actives 2% (n = 350,000) | AID 602393; in the data active means activation above about 40%;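 further: 0% = median of the plate's neutral control wells and 100% = double that signal; a rise in the Bmi1 reporter signal indicates esBAF inhibition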
# Cneo AK release = causes C. neoformans cell lysis; adenylate kinase release luminescence, 4 h; normalised: neutral wells 0, clomiphene wells 100; lysis activity, % at 15 µM; actives 0.2% (n = 360,000);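 active means mean lysis activity across replicates of at least 80%, whatever share of replicates individually reach that level; inactive means mean lysis activity below 80%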
#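 Test system: log-phase Cryptococcus neoformans yeast cells. Input: 5 × 10^6 yeast cells/mL. Medium: fresh YPD growth medium. Doses: single dose. Incubation: static 4 h at 37 °C with compound, 1 h detection. Measured by: luminescent adenylate kinase detection reagent. Read-out: signal increase indicating cell lysis. Benchmarks: Clomiphene.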
# ARNT-TACC3 inh = disrupts binding between human ARNT and TACC3; Q9Y6A5; AlphaScreen His-ARNT PAS-B/GST-TACC3 binding, luminescence; TACC3 fragment carries E629A point mutation; inhibition, % at 9.99 µM; actives 0.66% (n = 390,000); AID 623870;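 active means mean inhibition of replicates at least 50% and at least half of replicates each reaching 50%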;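 further: 0% = complete ARNT plus TACC3 wells and 100% = ARNT alone without TACC3; many hits fall short of the cut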
# ERp5 block = ERp5 (human) disulfide isomerase inhibition | inhibition, % at 9.99 µM | ERp5 insulin aggregation, absorbance 650 nm, 90 min | Q15084 | actives 0.05% (n = 350,000);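 active means mean replicate inhibition above about 25%, with every replicate also reaching it, limit read from the data, passing the limit was not always enough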
# Target sequence (Q15084 whole entry, looked up): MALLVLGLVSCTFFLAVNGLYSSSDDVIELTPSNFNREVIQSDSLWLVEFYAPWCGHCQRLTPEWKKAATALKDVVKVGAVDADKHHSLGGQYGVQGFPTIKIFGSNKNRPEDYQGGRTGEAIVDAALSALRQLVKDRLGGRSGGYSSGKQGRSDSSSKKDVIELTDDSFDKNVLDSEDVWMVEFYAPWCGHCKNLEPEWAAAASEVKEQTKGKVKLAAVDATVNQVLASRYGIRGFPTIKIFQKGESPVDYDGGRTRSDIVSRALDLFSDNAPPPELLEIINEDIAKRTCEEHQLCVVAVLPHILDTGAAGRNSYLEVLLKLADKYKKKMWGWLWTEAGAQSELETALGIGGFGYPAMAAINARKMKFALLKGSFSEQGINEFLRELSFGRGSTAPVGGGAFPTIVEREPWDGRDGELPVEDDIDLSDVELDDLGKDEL
# miR122 inh = blocks miR-122 activity in Huh7 sensor cells; Huh7 miR-122 Renilla luciferase sensor, 48 h; neutral wells = 0, positive control = 100; activation (reporter increase), % at 12.5 µM; actives 0.3% (n = 340,000); AID 602342;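 active means mean replicate activation score at least 90 and every replicate individually at or above 90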;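 further: higher luciferase means less miR-122 activity so hits act as miR-122 inhibitors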
# Statin myotox sup = suppression of simvastatin myotoxicity. actives 0.78% (n = 330,000). AID 602340. rescue of ATP level, % at 7.49 µM. C2C12 myotubes + simvastatin, ATP luminescence, 48 h; scaled: DMSO 0, geranylgeraniol control 100;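 active means mean ATP rescue above about 67%, or every replicate alone reaching that limit, limit read from the data, passing the limit was not always enough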;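 further: myotubes were challenged with 10 µM simvastatin during compound exposure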
# SIRT5 inh = sirtuin-5 (human) deacylase inhibition; Q9NXA8; Purified SirT5, succinyl-peptide AMC, trypsin-coupled fluorescence; inhibition, % at 15 µM; actives 1.1% (n = 330,000); AID 652115; in the data active means inhibition above about 15%
# Target sequence (Q9NXA8 whole entry, looked up): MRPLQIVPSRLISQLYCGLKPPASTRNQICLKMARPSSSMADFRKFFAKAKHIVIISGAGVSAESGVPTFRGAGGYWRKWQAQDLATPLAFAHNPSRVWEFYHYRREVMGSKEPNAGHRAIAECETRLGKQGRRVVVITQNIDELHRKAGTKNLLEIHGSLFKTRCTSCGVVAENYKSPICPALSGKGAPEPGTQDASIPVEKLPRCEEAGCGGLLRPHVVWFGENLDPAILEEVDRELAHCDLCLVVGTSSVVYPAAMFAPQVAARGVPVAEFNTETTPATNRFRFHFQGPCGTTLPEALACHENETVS
# Starred values were filed as active, the others as inactive; . = no result given; [ ] = remark or other dose.
SMILES,esBAF inh,Cneo AK release,ARNT-TACC3 inh,ERp5 block,miR122 inh,Statin myotox sup,SIRT5 inh
CC(C)Nc1ccc(C(CC(N)=O)NC(=O)Cc2ccc(Br)cc2)cc1[N+](=O)[O-] (stereo not drawn),-4,5,-3,4,8,-7,.
N#Cc1ccccc1Sc1ccccc1C(=O)OCC(=O)N1CCN(C(=O)c2ccco2)CC1,-2,-1,5,.,.,9,.
O=C(c1ccccc1S(=O)(=O)NCc1ccccc1)N1CCCCC1,6,-1,-1,6,41,1,.
O=C1CC(c2ccccc2)C(=O)N1c1cccc(O)c1 (stereo not drawn),7,-1,-12,.,2,5,.
C=CCn1c2ccccc2c2n[nH]c(=S)nc21,-4,1,0,3,-6,0,0
C[C@H]1COC(=O)[C@H](Cc2ccc(F)cc2)CC/C=C/C[C@@H](CC(=O)N(CCO)Cc2ccccc2)C(=O)N1,0,-2,-11,-1,.,-4,3
O=C1[C@@H]2Cc3c([nH]c4ccccc34)CN2C(=O)CN1CCCCCO,1,4,-11,10,-10,0,-5
COC(=O)c1ccccc1NC(=O)c1nc2nc(C)cc(C)n2n1,2,2,19,.,3,.,.
CNC(C)c1cc(OC)ccc1OC (stereo not drawn),-11,0,3,.,-6,33,.
CCN(CC)c1nc(-c2ccccc2)cc(C(F)(F)F)c1C#N,.,2,-8,.,-3,.,.
O=C(NCc1ccccc1Cl)C1CCN(S(=O)(=O)c2cccs2)CC1,0,-7,4,-1,.,-26,8
CCOC(=O)c1cc(C#N)c(Oc2ccc(F)cc2)nc1-c1ccccc1,-1,3,-10,.,1,-7,.
O=C(NCc1ccncc1)C1CCN(S(=O)(=O)c2ccc(F)cc2)CC1,-1,-1,6,4,.,2,0
Cc1onc(-c2ccccc2Cl)c1C(=O)OCC(=O)Nc1cccc(S(=O)(=O)N(C)C)c1,-2,-1,5,2,9,2,1
CCOc1ccccc1CN(Cc1ccco1)S(=O)(=O)c1ccc(-n2cnnn2)c(OC)c1,-7,1,-6,-4,138*,-34,.
O=C(NCc1ccco1)c1cnn2c(C(F)(F)F)cc(-c3cccs3)nc12,-5,3,0,.,-1,-27,.
CCN1C(=O)C(=O)N(CC(=O)Nc2cccc(C(F)(F)F)c2)C1=O,-1,.,.,7,2,-6,-6
COc1ccc(CN(C)C[C@@H]2OCCCC[C@H](C)Oc3ccc(NC(=O)Cc4ccccc4)cc3C(=O)N([C@H](C)CO)C[C@@H]2C)cc1,-5,-2,11,.,4[16.7 µM],.,.
Cc1ccccc1N(CC(=O)NC1CCCCC1)C(=O)c1csnn1,-5,-1,0,-1,-1,12,-1
Nc1nonc1N/N=C\c1ccccc1,.,2,1,-1,-1,.,-1
Cc1ccc(OCC(=O)N/N=C/c2ccncc2)cc1,1,-4,-2,.,3,7,.
COc1ccc2nc(NC(=O)C3CCN(C(=O)c4ccco4)CC3)sc2c1,53*,-2,1,-1,-1,-14,.
O=C(O)Cn1nncc1-c1ccc(C(F)(F)F)cc1,-4,9,.,7,1,1,.
Cc1ccc(Sc2ncccc2N)cc1,.,-2,.,5,-3,.,1
Cc1cc2c(NC(=O)Nc3ccccc3)cccc2nn1,.,12,33,2,7,.,1
Cc1cc(N2CCOCC2)nc(C(C)C)n1,-6,1,34,3,-6,4,-2
C/C=C/c1ccc([C@H]2[C@@H](CO)N(C(=O)CC)[C@H]2CNC(=O)c2ccncc2)cc1,-1,-1,-5,.,0[16.7 µM],-1,.
COc1ccc(S(=O)(=O)Nc2cccc3c2O[C@H](CN(C)Cc2ccc(C(=O)Nc4ccccc4N)cc2)[C@H](C)CN([C@@H](C)CO)C3=O)cc1,-27,-2,9,-3,86[16.7 µM],-34,.
CCOc1ccccc1N1CCN(C(=O)c2ccc(OCC(=O)N3CCOCC3)c(OC)c2)CC1,-1,-4,-5,-14,.,2,-2
COCCNc1ncnc2c1ncn2[C@H]1CN(Cc2ccco2)C[C@@H](CO)O1,-5,0,.,7,0,-12,.
CN1N=C(C(=O)N2CCCC(Nc3ccc(F)c(F)c3)C2)CCC1=O (stereo not drawn),-3,-1,-46,0,3,7,-1
CC(=O)OC/C=C(\C)CCC=C(C)C,-3,-1,-13,0,-5,10,-3
CO[C@@H](CN(C)S(=O)(=O)c1ccc(Cl)cc1)[C@H](C)CN(C(=O)Nc1ccccc1F)[C@H](C)CO,16,50,1,-4,.,14,0
O=C(CN1CCOCC1)Nc1cc([N+](=O)[O-])ccc1Cl,.,.,-7,7,.,.,2
COC(=O)c1ccc2ccccc2n1,9,-1,.,.,0,5,.
CCCNC(=O)Nc1ccc2c(c1)OC[C@H](C)N(Cc1cccnc1)C[C@@H](C)[C@@H](OC)CN(C)C2=O,-10,0,.,-10,.,-6,-6
COc1cc(/C=C/[N+](=O)[O-])ccc1OC(=O)/C=C/c1ccc(F)cc1,-2,0,-1,1,-2,7,-1
OC[C@@H]1[C@H](c2ccc(C#CC3(O)CCCC3)cc2)[C@H]2CN(Cc3cccnc3)CCCCN12,.,2,7,2,-4[16.7 µM],.,0
O=C(CCN1N=C(c2ccccc2)CCC1=O)NC1CCCCC1,7,-1,.,-3,-2,1,.
C[C@@H]1CN([C@@H](C)CO)C(=O)Cc2cc(NC(=O)C3CC3)ccc2O[C@H]1CN(C)Cc1ccc(C(=O)Nc2ccccc2N)cc1,-11,17,5,0,6[16.7 µM],2,.
CCNS(=O)(=O)c1ccc(NC(=O)c2ccc(Cn3cc(Br)cn3)o2)cc1,1,-3,2,.,9,2,.
COc1cccc(C(=O)OCc2ccccc2C#N)c1O,28,-2,-5,.,6,0,.
COc1cccc(C(O)c2ncc(-c3ccccc3OC)[nH]2)c1 (stereo not drawn),-3,1,.,-1,-5,2,.
C=CCn1c(C)cc(C(=O)CSc2nnc(NCc3ccccc3)s2)c1C,29,-1,-20,.,7,-37,.
CCN1C(=NCC(C)C)N[C@@H](CCc2ccccc2)[C@H](C(=O)NCC(C)C)[C@H]1C,5,5,0,.,.,-16,.

# Among those listed so far, 4 have a Cl atom:
SMILES,esBAF inh,Cneo AK release,ARNT-TACC3 inh,ERp5 block,miR122 inh,Statin myotox sup,SIRT5 inh
O=C(NCc1ccccc1Cl)C1CCN(S(=O)(=O)c2cccs2)CC1,0,-7,4,-1,.,-26,8
Cc1onc(-c2ccccc2Cl)c1C(=O)OCC(=O)Nc1cccc(S(=O)(=O)N(C)C)c1,-2,-1,5,2,9,2,1
CO[C@@H](CN(C)S(=O)(=O)c1ccc(Cl)cc1)[C@H](C)CN(C(=O)Nc1ccccc1F)[C@H](C)CO,16,50,1,-4,.,14,0
O=C(CN1CCOCC1)Nc1cc([N+](=O)[O-])ccc1Cl,.,.,-7,7,.,.,2

# Next part
SMILES,esBAF inh,Cneo AK release,ARNT-TACC3 inh,ERp5 block,miR122 inh,Statin myotox sup,SIRT5 inh
COc1ccc(Br)cc1/C=N/Nc1cccc(C(=O)O)c1,.,.,1,5,.,.,1
COc1ccc(N2CCN(C(=O)/C(C#N)=C/c3ccccc3)CC2)cc1,.,.,1,-2,.,.,-4
CC(C)NS(=O)(=O)c1ccc(CCC(=O)Nc2cc(Cl)ccc2Oc2ccccc2)cc1,20,2,-6,.,2,-13,.
C[C@H](CO)N1C[C@H](C)[C@H](CN(C)S(=O)(=O)c2ccccc2)Oc2c(cccc2N(C)C)C1=O,-5,0,-5,-3,6[16.7 µM],-12,2
COc1ccc(C)cc1NC(=O)C(OC(=O)Cn1cnc2c1c(=O)n(C)c(=O)n2C)c1ccccc1 (stereo not drawn),-1,.,-6,-1,1,-9,0
O=C(c1cc2cc(F)ccc2[nH]1)N1CCN(c2cccc(Cl)c2)CC1,-2,-1,-6,1,-4,16,-1
C[C@@H]1CN([C@@H](C)CO)S(=O)(=O)c2ccc(C#Cc3cccnc3)cc2O[C@@H]1CN(C)C(=O)CN(C)C,-28,-1,.,-1,-15[16.7 µM],-23,7
O=C(NNC1OC(CO)C(O)C(O)C1O)c1cccnc1 (stereo not drawn),.,.,-1,0,.,.,-6
OC[C@@H]1CN(Cc2ccc(Cl)cc2)C[C@H](n2cnc3c(NC4CCC4)ncnc32)O1,-2,2,.,3,-2,8,.
CO[C@H]1CN(C)C(=O)c2ccc(NS(=O)(=O)c3cn(C)cn3)cc2OC[C@@H](C)N(CCC(F)(F)F)C[C@@H]1C,-11,0,3,1,.,-11,5
COc1ccc(N=C2SC(C(N)=O)CC(=O)N2CCc2ccc(OC)c(OC)c2)cc1 (stereo not drawn),-6,7,-8,.,1,8,.
O=C(O)c1nccnc1C(=O)N1CCN(c2ccccc2)CC1,.,.,5,4,.,.,-4
CCOC(=O)NC1(C(F)(F)F)NC(=O)N(c2cccc(C(F)(F)F)c2)C1=O (stereo not drawn),5,1,-2,-4,2,3,2
O=C(Nc1ccccc1)Nc1cc(Cl)cc(Cl)c1,-20,-3,-3,.,-2,-67,.
Cc1cc(C)c2c(N)c(C(=O)N3CCCCCC3)sc2n1,7,-1,-2,.,-5,-3,.
CC(=O)Nc1ccc(NC(=O)c2sc3nc4n(c(=O)c3c2C)CCCCC4)cc1,.,.,0,-3,.,.,17*
C=CCN1C(=O)CN=C1Nc1ccc(OC)cc1OC,-2,1,-19,.,-5,2,.
Cc1ccc(NC(=O)NNC(=O)c2cc3ccccc3cc2O)cc1,-4,0,-4,6,.,7,-2
O=C(CSc1nncn1-c1ccccc1)Nc1ccc(F)cc1F,1,-1,-5,8,-4,7,-7
CCc1ccc2oc(-c3ccc(NC(C)=O)cc3)nc2c1,0,-4,-2,-4,-3,-16,-8
COCC#Cc1cnc2c(c1)C(=O)N([C@@H](C)CO)C[C@@H](C)[C@H](CN(C)Cc1ccc3c(c1)OCO3)O2,0,52,-4,6,8[16.7 µM],4,-2
COC(=O)CCc1c(C)[nH]c(=S)[nH]c1=O,1,4,11,.,3,5,.
C[C@H]1CN([C@@H](C)CO)C(=O)Cc2cc(NS(=O)(=O)c3ccc(Cl)cc3)ccc2O[C@H]1CN(C)S(=O)(=O)c1ccc(Cl)cc1,-3,0,11,8,-10[16.7 µM],38,8
COc1ccc(/C=N/OCC(=O)N=Nc2c(O)[nH]c3ccc(Br)cc23)cc1,.,.,-12,0,.,.,-2
COc1ccc(C2C(C#N)=C(C)NC3=C2S(=O)(=O)c2ccccc23)cc1 (stereo not drawn),-19,0,-4,.,-3,-8,.
Cc1cccc(NC(=O)CSc2nnc(-c3ccccc3C)o2)c1,44*,6,-3,.,-6,5,.
O=Cc1c(N2CCCCC2)nc2ccccn2c1=O,.,1,.,19,-5,.,1
Cc1cc(C(=O)OCC(=O)c2cccc([N+](=O)[O-])c2)c2cccc(C)c2n1,-10,1,-4,.,1,16,.
CC1CCC(NC(=O)CCCn2sc3ccccc3c2=O)CC1 (stereo not drawn),2,-2,-1,4,0,-15,-3
Cc1[nH]c(C)c(S(=O)(=O)N2CCCCC2)c1C(=O)N1CCCCC1,-5,-1,-7,4,-2,-4,-3
COc1ccc2nc(NC(=O)c3ccc([N+](=O)[O-])o3)sc2c1,36,-1,-3,1,.,54,2
C[C@@H]1CCCCO[C@@H](CN(C)S(=O)(=O)c2cn(C)cn2)[C@H](C)CN([C@@H](C)CO)C(=O)c2cc(NC(=O)CCCN(C)C)ccc2O1,1,0,13,-1,5[16.7 µM],.,2
CCC(=O)N(C)C[C@@H]1Oc2ncc(C#Cc3cccnc3)cc2C(=O)N([C@@H](C)CO)C[C@H]1C,-13,-1,-3,-4,1[16.7 µM],-12,3
Cc1onc(-c2c(Cl)cccc2Cl)c1C(=O)N=S(C)(=O)c1ccccc1 (stereo not drawn),-4,4,2,-1,-1,2,-3
COc1cc(NC(=O)C(C)C)ccc1NC(=O)c1cc2ccccc2o1,60*,3,-3,0,-7,-43,-3
COc1ccc([C@H]2C(C(=O)O)=C[C@@H](C(C)(C)C)N2S(=O)(=O)c2ccc(C)cc2)cc1OC,0,0,.,-2,-5,3,0

# Bioassay records deposited in PubChem BioAssay by Broad Institute.

# Not a hit list; overall some 4% were active at least once.
